BAZ2B block – blocks human BAZ2B; AlphaScreen BAZ2B-H3K14Ac peptide displacement; Q9UIF8; Potency, µM (doses to about 114 µM), for inactives: at the top dose activity change, negative = inhibition, actives largely listed as inhibitors; AID 504333; 360,000 compounds, 4.4% hits; note: potency is the fitted concentration of half-maximal effect; % is set by controls: 0 for no effect and ±100 for the full control effect; nearly all actives have a fitted effect of over 60% in size
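AlphaScreen luminescence quantifies BAZ2B engagement of H3K14Ac peptide; the protein and biotinylated peptide are both at 50 nM final, buffer PBS pH 7.4 with 0.01% Tween-20, all steps at room temperature.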
GLS inhibitor – blocks human kidney-isoform glutaminase activity | O94925 | GLS enzymatic activity, qHTS titration | Potency, µM (titrated, usually from 45.5 µM), for inactives: at the highest dose activity change, negative = inhibition, most hits filed as inhibitors | 410,000 compounds, 0.21% hits | AID 624170; note: potency is the fitted concentration of half-maximal effect; % is set by controls: 0 for no effect and ±100 for the full control effect
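Compounds were pin-transferred onto hKGA, after which L-glutamine (1 mM solution) and a detection mix of glutamate oxidase, HRP and Amplex Red were added. Initial and 30 min RT fluorescence reads were collected.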
G9a inh – G9a (human) methyltransferase inhibition | 350,000 compounds, 8.8% hits | Potency, µM (titrated, usually from 102 µM), inactives show top-dose activity, negative = inhibition, hits mostly inhibitors | G9a H3K9 monomethylation, AlphaScreen, 2 h | AID 504332 | Q96KQ7; note: potency is the fitted concentration of half-maximal effect; % is set by controls: 0 for no effect and ±100 for the full control effect; nearly all actives have a fitted effect of over 75% in size
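Methyltransferase reactions run at room temperature for 2 h (20 nM enzyme, 500 nM biotin-H3K9 peptide, 20 uM SAM) after a 15 min compound preincubation; product detected by AlphaScreen beads and anti-H3K9me1 antibody.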
HP1b binding inh – inhibitors of HP1-beta chromodomain binding to methylated histone tails. P83916. AlphaScreen HP1-beta / biotin-H3K9me3 peptide binding. Potency, µM (titrated, usually from 114 µM), for the others: top-dose activity change, negative = inhibition, usual class: inhibitors. 390,000 compounds, 0.56% hits. AID 540317; note: potency is the fitted concentration of half-maximal effect; nearly all actives have a fitted effect of over 70% in size; inactives centre near 23
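Compound inhibition of the preformed complex between 50 nM HP1-beta and 50 nM biotinylated H3K9me3 peptide was read by AlphaScreen. Buffer was PBS pH 7.4 with 0.01% Tween-20. Incubations ran 30 min at room temperature, with 10 ug/mL donor/acceptor beads.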
12-LOX inh – blocks human arachidonate 12S-lipoxygenase. purified 12hLO, xylenol orange hydroperoxide absorbance. 580,000 compounds, 1.1% hits. P18054. Potency, µM (highest dose often 108 µM), without a hit: top-dose activity change, negative = inhibition, hits mostly inhibitors; note: potency is the fitted concentration of half-maximal effect; % is set by controls: 0 for no effect and ±100 for the full control effect
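Purified human 12hLO at 150 nM in 25 mM Hepes, 0.01% Triton X-100, pH 7.0, preincubated 15 min at room temperature with compound. Reaction started with 40 uM arachidonic acid, 30 min at room temperature. Hydroperoxide measured by Fe-xylenol orange, 573/405 nm absorbance ratio.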
RGS4 inh – blocks human RGS4-accelerated GTP hydrolysis | P49798 | Transcreener GDP fluorescence polarization, RGS4-accelerated GTP hydrolysis | Potency, µM (highest dose often 114 µM), inactives show at the highest dose activity change, negative = inhibition, usual class: inhibitors | 390,000 compounds, 0.039% hits | AID 504845; note: potency is the fitted concentration of half-maximal effect; % is set by controls: 0 for no effect and ±100 for the full control effect; nearly all actives have a fitted effect of over 75% in size; some results filed as inactive show a strong effect at the top dose
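MLSMR compounds (23 nl, pin-transferred) preincubated 10 min at room temperature with a 500nM (2x) first reagent, then RGS4 at 900nM (2x) plus Transcreener GDP mix added; fluorescence polarization (620/688 nm) read before and after 90 min at 30 °C.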
PI4K2A inh – inhibitors of human PI4K2A; purified PI4K2A, ADP-Glo luminescence, 1 h; active compounds read low; Q9BTU6; AID 1346378; 420,000 compounds, 0.13% hits; activity change, negative = inhibition, % at 76.9 µM; in the data active = activity change below about -50%; inconclusive = mostly about -30% to -49%;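 note: -100% = wells without enzyme as full effect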
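Compounds are screened against recombinant PI4K2A using PI as substrate and ATP, the latter dispensed at 300 microM. Reactions run one hour at ambient temperature before ADP-Glo detection; full inhibition defined by wells lacking enzyme.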
JMJD2A Tudor – JMJD2A Tudor domain (human) inhibition; AlphaScreen JMJD2A-Tudor / H3K4me3 peptide binding; Potency, µM (top dose mostly 114 µM), without a hit: top-dose activity change, negative = inhibition, usual class: inhibitors; 390,000 compounds, 4.4% hits; note: potency is the fitted concentration of half-maximal effect; % is set by controls: 0 for no effect and ±100 for the full control effect; nearly all actives have a fitted effect of over 50% in size
ERG Ets-DNA blk – blocks human ERG Ets domain binding to DNA; AID 624246; Potency, µM (titrated, usually from 76.9 µM), for inactives: at the top dose FP activity, negative = inhibition, hits mostly inhibitors; P11308; 370,000 compounds, 0.028% hits; fluorescence polarization, His-ERG Ets domain / labelled DNA; active = well fitted inhibition curve with a large enough effect in the polarisation, with a control signal flat; inconclusive = small, poorly fitted or top-dose-only effect, or effect the other way, or a change in a side signal; inactive = no such curve, though single readings can be large or run the other way; the % refers to the polarisation;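 note: polarization taken with two DNA probes labelled with fluorescein and Texas red; potency is the fitted concentration of half-maximal effect; % of control where 0% means no effect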
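His-tagged ERG Ets domain (1 uM in the protein solution; 300mM KCl, 50mM Tris-HCl, 1mM EDTA, 1mM DTT, pH 7.5) received compound, then a probe mix of 5 nM fluorescein-DNA and 100nM Texas-615-DNA. Fluorescence polarization was read for both dyes.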
Active calls of the source: *; ? = inconclusive; / = no result given; & = joins results of further samples; [ ] = dose if it differs, or a comment. Unless noted, calls come from the whole dose curve; as a rule, active = well fitted curve in the direction sought with a large enough effect; inconclusive = small, poorly fitted or top-dose-only effect, or another doubt; inactive = no such curve, though single readings can be large; an effect the other way counts as inactive or inconclusive.

SMILES	BAZ2B block	GLS inhibitor	G9a inh	HP1b binding inh	12-LOX inh	RGS4 inh	PI4K2A inh	JMJD2A Tudor	ERG Ets-DNA blk
Cn1c(=O)n(C)c2cc(NC(=O)c3cccc([N+](=O)[O-])c3)c(Br)cc21	-11.7%	-5.0%	-10.1%	55.0%[activator]	52.6%[activator]	12.6%	8.0	-1.4%	4.3%
CN(CC(=O)Nc1n[nH]c(=S)s1)S(=O)(=O)c1cccc2cccnc12	?	?	1.58µM*	?	?	?	-4.2	3.55µM*	21.4%
CC(=O)c1cc2c(=O)c3ccccc3oc2nc1C	/	0.0%	/	15.6%	29.3%	-0.7%	-4.1	-6.5%	-11.2%
CC(C)(C)NC(=O)CSc1nnc(NC(=O)c2ccccc2Cl)s1	-10.9%	3.0%	-8.4%	27.9%	-7.4%	24.4%	-2.1	0.7%	-7.5%
COc1ccc(CCNC(=O)CN2CCN(c3cccc(Cl)c3)CC2)cc1OC	-7.2%	3.6%	2.8%[59 µM]	10.2%	2.1%	-22.2%	0.0	-27.3%	2.8%
c1csc(C2Nc3ccccc3-c3nc4ccccc4n32)c1 (stereo unspecified)	8.0%	-3.5%	7.0%[59 µM]	67.4%[activator]	-24.2%	-9.5%	-7.1	2.7%	4.8%
CCOc1ccc(S(=O)(=O)Nc2ccc3c(c2)N(C(C)=O)CCC3)cc1	-16.8%	9.3%	0.0%[12.7 µM]	22.0%	-3.7%	-9.1%	-4.9	5.3%	2.7%
O=C(CN1C(=O)NC(Cc2ccccc2)C1=O)Nc1ccccc1F (stereo unspecified)	1.7%	1.7%	19.4%[12.7 µM]	58.9%[activator]	12.9%	-22.8%	6.7	-4.1%	-13.2%
Cc1nn(C)c(C)c1NS(=O)(=O)c1ccc(OC(F)(F)F)cc1	6.2%	19.4%	-1.9%	13.1%	3.9%	-9.8%	-4.0	3.7%	15.8%
CS(=O)(=O)c1ccc(NC(=O)c2cc3c(cc2Cl)N2CCCCCC2=NS3(=O)=O)cc1	/	13.5%	/	25.9%	7.0%	-19.3%	0.1	-3.8%	13.1%[15.4 µM]
Cc1cc(C)c(C)c(S(=O)(=O)N2CCN(c3ncnc4ccccc34)CC2)c1C	-35.5%	-3.7%	5.4%[12.7 µM]	21.5%	-8.4%	-1.6%	-2.7	-22.0%	-5.0%
O=C(COC(=O)C1CC1)Nc1ncc(Cl)cc1Cl	?	-11.5%	?	-15.4%	?	-7.2%	-4.9	?	-17.5%
COC(=O)c1ccc(/C=N\N2CCN(Cc3ccc(C)cc3)CC2)cc1	-29.0%	-4.8%	19.9%[2.33 µM]	11.5%	-6.0%	3.2%	3.6	-12.2%	8.1%
OC(COc1ccccc1)Cn1cc(Br)cn1 (stereo unspecified)	10.1%	4.2%	-8.8%[59 µM]	31.2%	0.0%[57.4 µM]	-6.2%	-1.8	9.5%	-2.5%
CCN(CC)CCCNC(=O)Cn1ncc2c(=O)oc3ccc(C)cc3c21	2.3%	-0.2%	-4.0%	36.4%	25.3%	-2.8%	0.6	-2.1%	0.9%
COCCN(CC(=O)Nc1cccc(C)c1C)C(=O)c1ccc2ccccc2n1	-20.1%	0.6%	5.4%[2.33 µM]	28.0%	?	-23.5%	-0.8	-4.2%	/
Cn1c(=O)c(=O)n(C)c2cc(S(=O)(=O)N3CCC(N4CCCCC4)CC3)ccc21	/	2.2%	/	19.0%	0.0%	-5.0%	0.5	-12.3%	6.9%
COc1ccc(NC(=O)/C=C2\SC(=O)NC2=O)cc1	-16.3%	14.0%	-7.8%	12.0%	3.9%	-44.1%	-12.7	-26.6%	1.2%
Cc1cc(Nc2ccc(C(=O)N3CCCCC3)cc2)c2cccc(C)c2n1	0.8%	-12.0%	-10.5%	23.2%	0.0%	-1.0%	-0.9	8.9%	8.5%
CCN(CC)S(=O)(=O)c1cc(NC(=O)c2cc(-c3ccccn3)nc3ccccc23)ccc1C	-18.4%	1.3%	4.8%	28.1%	7.3%	4.3%	-1.6	-24.7%	0.8%
CCOc1ccc(NC(=O)Cn2c(C)cc3ccccc3c2=O)cc1	-1.0%	-3.3%	-1.1%[59 µM]	25.1%	0.0%	-21.2%	0.6	-0.3%	-20.1%
Cc1oc(-c2ccccc2F)nc1CS(=O)CC(=O)NC(C)C (stereo unspecified)	-20.8%	-1.4%	?	25.0%	-1.8%	-18.0%	2.6	-15.8%	-3.3%
COc1ccccc1-n1c(C)nnc1SCC(=O)NCc1ccccc1	34.5%[activator]	1.1%	21.8%[59 µM]	34.5%	20.9%	16.4%	3.3	-17.2%	/
COc1ccc(N2C(=O)CC(Sc3nnnn3-c3ccc(F)cc3)C2=O)cc1 (stereo unspecified)	-21.7%	-9.5%	?	72.8%[activator]	-0.6%	-10.1%	4.1	-9.1%	-11.4%
O=C(NCc1ccccc1)c1c(Cl)nc(Cl)c(Cl)c1Cl	0.7%	1.2%	1.1%	22.3%[57 µM]	0.0%	7.8%	-14.5	-5.9%	1.2%
COc1ccc(-c2csc(NC(=O)C3=NN(c4ccccc4)C(=O)CC3)n2)cc1	28.8%	7.1%	-36.6%	23.0%	0.2%	17.6%	-1.9	-28.0%	0.0%
COc1cc(NC(=O)c2cccc(F)c2)ccc1NC(=O)c1cc2ccccc2o1	-0.2%&3.2%	-5.9%&2.7%	5.7%	25.5%&-0.5%	?	-19.1%&15.7%	6.2&-2.7	-9.1%&-19.0%	8.1%&-6.0%
CCn1c(SCC(=O)Nc2nccs2)nnc1-c1ccc(S(=O)(=O)N2CCCCCC2)cc1	-2.3%	-8.0%	-43.5%[59 µM]	38.8%[activator]	0.0%	12.2%	0.1	-12.2%	-2.5%
CC(C)c1ccc(C2=CC(c3ccc(C(C)C)cc3)n3nnnc3N2)cc1 (stereo unspecified)	2.2%	-4.5%	-26.1%[59 µM]	37.5%	-3.0%	0.6%	-2.6	-3.8%	5.4%
Cc1ccc(C(=O)Nc2ccc3c(c2)nc2n3CCSC2)cc1	1.7%	0.2%	-9.6%	11.1%	0.0%	-52.0%	3.9	-9.9%	-6.3%
Cc1ccc(NS(=O)(=O)c2cc(C(=O)Nc3cccc(N(C)S(C)(=O)=O)c3)ccc2C)c(C)c1	-7.9%	9.1%	17.7%[59 µM]	5.1%	4.0%	-22.4%	-2.3	-29.5%	2.9%
O=C(O)CCn1cc(-c2ccc(Cl)cc2)nc1-c1ccc(Cl)nc1	2.2%	-9.0%	-8.5%[2.33 µM]	22.8%	-19.4%	-22.8%	5.9	-5.6%	-0.6%
CCOc1ccc(NC(=O)N2CCN(Cc3cc(=O)n4nc(-c5ccc(OC)cc5)sc4n3)CC2)cc1	5.1%	3.2%	7.9%[59 µM]	14.0%[57 µM]	-6.8%	25.5%	1.5	-8.1%	-9.1%
O=C(CCn1nnc2ccccc2c1=O)N[C@@H](Cc1ccccc1)C(=O)O	-0.6%	-2.3%	?	8.7%	0.0%	8.5%	3.2	-17.9%	5.9%

Some of these compounds in order of their number in 12-LOX inh, smallest number first.
SMILES	BAZ2B block	GLS inhibitor	G9a inh	HP1b binding inh	12-LOX inh	RGS4 inh	PI4K2A inh	JMJD2A Tudor	ERG Ets-DNA blk
O=C(O)CCn1cc(-c2ccc(Cl)cc2)nc1-c1ccc(Cl)nc1	2.2%	-9.0%	-8.5%[2.33 µM]	22.8%	-19.4%	-22.8%	5.9	-5.6%	-0.6%
CCOc1ccc(NC(=O)N2CCN(Cc3cc(=O)n4nc(-c5ccc(OC)cc5)sc4n3)CC2)cc1	5.1%	3.2%	7.9%[59 µM]	14.0%[57 µM]	-6.8%	25.5%	1.5	-8.1%	-9.1%
O=C(CCn1nnc2ccccc2c1=O)N[C@@H](Cc1ccccc1)C(=O)O	-0.6%	-2.3%	?	8.7%	0.0%	8.5%	3.2	-17.9%	5.9%
Cc1ccc(NS(=O)(=O)c2cc(C(=O)Nc3cccc(N(C)S(C)(=O)=O)c3)ccc2C)c(C)c1	-7.9%	9.1%	17.7%[59 µM]	5.1%	4.0%	-22.4%	-2.3	-29.5%	2.9%

This is a subset; the hit share may differ from the screen's.
